Compound activity as filed in PubChem BioAssay.
HGIII-sPLA2 inh: human group III sPLA2 inhibitors, primary screen, biochemical, QFRET, BODIPY PC-A2 liposome substrate. Group 3 secretory phospholipase A2 (Homo sapiens), Q9NZ20. QFRET BODIPY PC-A2 liposome hydrolysis, fluorescence. inhibition, % at 12.2 µM. 0.56% of 370,000 active;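 active = inhibition above mean plus 3 SD of compounds lying within the high and low control bounds, cut at about 19% in these data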;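 note: 0% = median of test compound wells and 100% = no enzyme DMSO wells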
PLC-gamma1 inh: PLC-gamma1 enzyme inhibitors, primary screen, biochemical, fluorescence, purified enzyme | 1-phosphatidylinositol 4,5-bisphosphate phosphodiesterase gamma-1 (Homo sapiens), P19174 | fluorogenic substrate | inhibition, % at 12.2 µM | 0.84% of 370,000 active; in the data active = inhibition above about 9.5%
NR1D1 modulator: modulators of Rev-erb alpha DNA binding, primary screen, biochemical, FITC-DNA, fluorescence polarization, uHTS; Nuclear receptor subfamily 1 group D member 1 (Homo sapiens), P20393; Rev-erbα–FITC-DNA binding, 90 min; activity, % at 10 µM; 0.79% of 370,000 active; AID 1259318, 2017;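 active = activity above about 14%, limit read from the data; passing the limit was not always enough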;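 note: 0% = DMSO wells with 35 nM protein and 100% = DMSO wells with 750 nM protein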
DDE Tn6 FP inh: inhibitors of Tn6 peptide binding to fibrin DD(E), primary screen, biochemical, fluorescence polarization, human fibrin, Tn6 probe; Fibrin DD(E) TRITC-Tn6 fluorescence polarization displacement; inhibition, % at 8.3 µM; 0.21% of 370,000 active; AID 720509, 2013;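 active = inhibition above a per-campaign cutoff: mean of compounds within control limits plus 3 SD, cut at about 15% in these data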;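 note: 0% = median of all compound wells on the plate and 100% = blocking peptide control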
ASAP1 inh: inhibitors of human ASAP1 ArfGAP activity, primary screen, biochemical, fluorescence polarization; ASAP1-stimulated ARF1 GTP hydrolysis, GDP FP detection; inhibition, % at 16.5 µM; 0.19% of 360,000 active; in the data active = inhibition above about 25%;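 note: 0% = vehicle with enzyme and substrate and 100% = no enzyme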
UHRF1 MBD2 ctr: UHRF1 methylated DNA binding inhibitors, primary screen, counter-screen for MBD2 inhibitor project, biochemical, TR-FRET, human UHRF1, single concentration | 0.75% of 370,000 active | UHRF1 binding to methylated oligo | inhibition, % at 4.4 µM | AID 687016, 2013 | E3 ubiquitin-protein ligase UHRF1 (Homo sapiens), Q96T88; in the data active = inhibition above about 21%;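 note: UHRF1 SRA domain binding a hemimethylated CpG hairpin DNA probe; 0% = median of test compound wells and 100% = reference inhibitor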
Target sequence (Q96T88 whole entry, looked up, the tested form may be a part): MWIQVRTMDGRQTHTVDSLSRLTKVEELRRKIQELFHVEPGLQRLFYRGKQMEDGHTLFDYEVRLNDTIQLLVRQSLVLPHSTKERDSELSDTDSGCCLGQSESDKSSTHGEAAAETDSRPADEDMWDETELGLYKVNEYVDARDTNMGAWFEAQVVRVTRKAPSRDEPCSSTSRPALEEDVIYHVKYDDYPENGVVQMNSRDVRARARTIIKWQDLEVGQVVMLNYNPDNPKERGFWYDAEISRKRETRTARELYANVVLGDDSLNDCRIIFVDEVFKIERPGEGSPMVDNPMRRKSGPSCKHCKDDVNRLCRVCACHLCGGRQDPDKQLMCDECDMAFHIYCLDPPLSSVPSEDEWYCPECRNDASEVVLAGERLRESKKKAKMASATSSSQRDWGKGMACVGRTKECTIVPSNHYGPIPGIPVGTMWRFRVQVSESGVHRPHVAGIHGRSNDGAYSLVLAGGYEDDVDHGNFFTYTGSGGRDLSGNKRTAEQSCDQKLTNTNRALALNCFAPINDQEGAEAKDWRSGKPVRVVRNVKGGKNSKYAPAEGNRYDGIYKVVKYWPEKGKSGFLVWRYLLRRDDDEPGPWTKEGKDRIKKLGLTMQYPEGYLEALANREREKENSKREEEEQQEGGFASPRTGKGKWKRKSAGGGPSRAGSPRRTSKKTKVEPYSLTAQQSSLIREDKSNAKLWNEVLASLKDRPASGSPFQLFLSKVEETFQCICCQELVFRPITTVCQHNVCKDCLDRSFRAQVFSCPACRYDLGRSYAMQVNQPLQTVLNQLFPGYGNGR
DDE Tn7 FP inh: inhibitors of Tn7 peptide binding to fibrin DD(E), primary screen, biochemical, fluorescence polarization, human fibrin, Tn7 probe; inhibition, % at 8.3 µM; FP displacement of FITC-Tn7 peptide from fibrin DD(E); 0% = median of compound wells per plate; 0.13% of 370,000 active; AID 720508, 2013;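 active = inhibition above the mean of compounds falling within the control limits plus 3 SD of them, cut at about 14% in these data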;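 note: 0% = plate median of compound wells and 100% = 10 µM Aha-Tn7 peptide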
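Assay system: Fibrin-DD(E) protein isolated from polymerized human fibrin clots; read-out basis: percent inhibition; medium: Tris/NaCl/CaCl2 buffer, pH 7.8; signal: FP measurement; incubation: 10 min plus 3 h, room temperature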
ARFGAP1 inhibitor: inhibitors of rat ARFGAP1 GAP activity, primary screen, biochemical, fluorescence polarization, GDP tracer; ADP-ribosylation factor GTPase-activating protein 1 (Rattus norvegicus), Q62848; Arfgap1-stimulated ARF1 GTP hydrolysis, GDP FP detection; inhibition, % at 16.5 µM; 0.26% of 360,000 active; AID 651572, 2012;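 active = inhibition above a per-plate limit, mean inhibition of low control wells plus 3 SD, cut at about 25% in these data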;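 note: 0% = DMSO wells with enzyme and 100% = wells lacking Arfgap1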
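Material – truncated rat Arfgap1 GAP domain · Buffer or medium – HEPES-based buffer, pH 7.5 · Reagent – human ARF1(Δ1-17)-GTP substrate · Dosing – 16.5 µM single point, 1.26% DMSO · Schedule – GTP hydrolysis reaction 2 h at 25 °C · Technique – GDP detection by fluorescence polarization · Benchmarks – No-Arfgap1 wells (100%) versus DMSO full-reaction wells (0%) · Repeats – single replicate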
PLCb3 inh: human PLC-beta3 inhibitors, primary screen, biochemical, fluorescence; 0.18% of 370,000 active; Purified PLC-beta3, fluorogenic substrate; inhibition, % at 12.2 µM; in the data active = inhibition above about 11%;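 note: 0% = median of compound wells on plate and 100% = full blocker control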
proKLK7 act: proKLK7 zymogen activators, primary screen, biochemical, fluorescence intensity | Kallikrein-7 (Homo sapiens), P49862 | purified proKLK7, EDANS-DABCYL substrate fluorescence; 100% is mature enzyme control, 0% vehicle | activation, % at 7 µM | 0.9% of 370,000 active | AID 652039, 2013;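 active = activation above the mean of all tested compounds plus 3 SD, computed per campaign excluding outliers beyond control limits, cut at about 13% in these data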
Target sequence (P49862 whole entry, looked up): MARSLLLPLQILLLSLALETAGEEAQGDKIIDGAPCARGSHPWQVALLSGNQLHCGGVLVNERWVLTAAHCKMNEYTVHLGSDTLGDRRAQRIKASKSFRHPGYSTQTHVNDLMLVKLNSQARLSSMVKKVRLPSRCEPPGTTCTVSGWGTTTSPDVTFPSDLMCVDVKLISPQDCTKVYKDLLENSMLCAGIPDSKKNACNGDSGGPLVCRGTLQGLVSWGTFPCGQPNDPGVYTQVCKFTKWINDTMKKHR
Starred values were filed as active, the others as inactive.

Cc1cc2nc(/C(C#N)=C/c3ccncc3)[nH]c2cc1C was read as HGIII-sPLA2 inh -6, PLC-gamma1 inh -72, NR1D1 modulator 3, DDE Tn6 FP inh -1, ASAP1 inh -11, UHRF1 MBD2 ctr -1, DDE Tn7 FP inh 5, ARFGAP1 inhibitor 18, PLCb3 inh -116 and proKLK7 act -1.6.
CCc1ccc(O)c(N=Cc2cccc(C)c2O)c1 was read as HGIII-sPLA2 inh -18, PLC-gamma1 inh -6, NR1D1 modulator 0, DDE Tn6 FP inh 1, ASAP1 inh -11, UHRF1 MBD2 ctr -3, DDE Tn7 FP inh 1, ARFGAP1 inhibitor 1, PLCb3 inh -6 and proKLK7 act 1.0.
For S=C(NCc1ccccc1)NCC1COc2ccccc2O1 (stereo not given) the results were HGIII-sPLA2 inh -7, PLC-gamma1 inh 0, NR1D1 modulator 2, DDE Tn6 FP inh -1, ASAP1 inh 4, UHRF1 MBD2 ctr -1, DDE Tn7 FP inh 1, ARFGAP1 inhibitor 4, PLCb3 inh -7 and proKLK7 act 0.4.
Cc1ccc(NC(=O)CSc2nnc(-c3ccccn3)n2N)c(Br)c1 was read as HGIII-sPLA2 inh 9, PLC-gamma1 inh 5, NR1D1 modulator 0, DDE Tn6 FP inh 0, ASAP1 inh 3, UHRF1 MBD2 ctr -1, DDE Tn7 FP inh -5, ARFGAP1 inhibitor 6, PLCb3 inh -4 and proKLK7 act -0.3.
Cc1ccc(NC(=O)c2ncn(CC(=O)NCc3ccc4c(c3)OCO4)n2)cc1C was read as HGIII-sPLA2 inh 9, PLC-gamma1 inh -2, NR1D1 modulator -6, DDE Tn6 FP inh 2, ASAP1 inh 2, UHRF1 MBD2 ctr 5, DDE Tn7 FP inh 3, ARFGAP1 inhibitor 14, PLCb3 inh 1 and proKLK7 act 0.6.
CC(C)(C)c1nnc2sc(SCC(=O)c3cccs3)nn2c1=O was read as HGIII-sPLA2 inh -2, PLC-gamma1 inh -3, NR1D1 modulator 7, DDE Tn6 FP inh 0, ASAP1 inh -4, UHRF1 MBD2 ctr 3, DDE Tn7 FP inh -7, ARFGAP1 inhibitor 2, PLCb3 inh -7 and proKLK7 act -0.2.
Screening Cc1ccccc1-c1nn(-c2ccc(F)cc2F)cc1CNC1CC1 returned HGIII-sPLA2 inh 1, PLC-gamma1 inh -1, NR1D1 modulator -4, DDE Tn6 FP inh 2, ASAP1 inh 6, UHRF1 MBD2 ctr 4, DDE Tn7 FP inh 1, ARFGAP1 inhibitor 2, PLCb3 inh -3 and proKLK7 act 0.2.
`O=S(=O)(c1ccc(Cl)nc1)N1CCC(Cc2ccccc2)CC1` gave HGIII-sPLA2 inh 4, PLC-gamma1 inh 3, NR1D1 modulator 0, DDE Tn6 FP inh -4, ASAP1 inh 9, UHRF1 MBD2 ctr 1, DDE Tn7 FP inh -11, ARFGAP1 inhibitor -2, PLCb3 inh -5 and proKLK7 act -0.1.
`CC(=O)NC(C)(c1ccccc1)c1nc(-c2cncnc2)cs1` (stereo not given) gave HGIII-sPLA2 inh -8, PLC-gamma1 inh 1, NR1D1 modulator 1, DDE Tn6 FP inh 0, ASAP1 inh -11, UHRF1 MBD2 ctr 0, DDE Tn7 FP inh -2, ARFGAP1 inhibitor 6, PLCb3 inh 7 and proKLK7 act 0.7.
CCOCCn1ccc2c(OCC(=O)Nc3ccccc3F)cccc2c1=O was read as HGIII-sPLA2 inh 8, PLC-gamma1 inh -4, NR1D1 modulator 6, DDE Tn6 FP inh 8, ASAP1 inh -2, UHRF1 MBD2 ctr 2, DDE Tn7 FP inh 4, ARFGAP1 inhibitor -12, PLCb3 inh -7 and proKLK7 act 0.0.
For O=C(CC1c2ccccc2Oc2ccccc21)NCc1ccco1 the results were HGIII-sPLA2 inh 3, PLC-gamma1 inh 3, NR1D1 modulator 2, DDE Tn6 FP inh -3, ASAP1 inh -2, UHRF1 MBD2 ctr 8, DDE Tn7 FP inh -2, ARFGAP1 inhibitor 12, PLCb3 inh -1 and proKLK7 act 0.8.
For O=c1c2sc3nc(N4CCOCC4)c4c(c3c2nnn1Cc1ccccc1)CCCC4 the results were HGIII-sPLA2 inh 6, PLC-gamma1 inh -5, NR1D1 modulator 0, DDE Tn6 FP inh -6, ASAP1 inh -1, UHRF1 MBD2 ctr 0, DDE Tn7 FP inh 6, ARFGAP1 inhibitor -6, PLCb3 inh -13 and proKLK7 act 0.0.
Screening CC1(C)CC(NC(=O)c2sc3cc(Cl)ccc3c2Cl)CC(C)(C)N1 returned HGIII-sPLA2 inh 1, PLC-gamma1 inh -1, NR1D1 modulator -1, DDE Tn6 FP inh -9, ASAP1 inh -9, UHRF1 MBD2 ctr -5, DDE Tn7 FP inh 2, ARFGAP1 inhibitor -7, PLCb3 inh 2 and proKLK7 act 0.6.
Cc1cc2ccccc2c(=O)n1CC(=O)NC1CCCCCC1 was read as HGIII-sPLA2 inh 5, PLC-gamma1 inh 0, NR1D1 modulator -2, DDE Tn6 FP inh 0, ASAP1 inh 6, UHRF1 MBD2 ctr 5, DDE Tn7 FP inh 7, ARFGAP1 inhibitor 7, PLCb3 inh -5 and proKLK7 act -0.5.
`N#C/C(=N\Nc1cc(Cl)cc(Cl)c1)c1nnc2n1CCCCC2` gave HGIII-sPLA2 inh 10, PLC-gamma1 inh 0, NR1D1 modulator 4, DDE Tn6 FP inh -1, ASAP1 inh 14, UHRF1 MBD2 ctr 3, DDE Tn7 FP inh 0, ARFGAP1 inhibitor -11, PLCb3 inh -5 and proKLK7 act -0.4.
`CCOC(=O)c1ccc(Nc2cc(C)nc(C)c2C(=O)OCC)cc1` gave HGIII-sPLA2 inh -9, PLC-gamma1 inh -23, NR1D1 modulator -4, DDE Tn6 FP inh 7, ASAP1 inh -17, UHRF1 MBD2 ctr 0, DDE Tn7 FP inh 5, ARFGAP1 inhibitor -2, PLCb3 inh -22 and proKLK7 act -0.3.
`O=C(Nc1ccccc1O)N1c2ccccc2Sc2ccccc21` gave HGIII-sPLA2 inh -8, PLC-gamma1 inh -2, NR1D1 modulator 1, DDE Tn6 FP inh -5, ASAP1 inh 11, UHRF1 MBD2 ctr 0, DDE Tn7 FP inh -1, ARFGAP1 inhibitor 5, PLCb3 inh -14 and proKLK7 act -0.4.
CCCCC(=O)OCc1nc(N)nc(Nc2ccccc2C)n1 was read as HGIII-sPLA2 inh 6, PLC-gamma1 inh -2, NR1D1 modulator 1, DDE Tn6 FP inh -7, ASAP1 inh -7, UHRF1 MBD2 ctr 5, DDE Tn7 FP inh 7, ARFGAP1 inhibitor 3, PLCb3 inh -4 and proKLK7 act 0.4.
`CCOc1cc(/C=C/C(=O)O)ccc1OCCOc1ccc(F)cc1` gave HGIII-sPLA2 inh 0, PLC-gamma1 inh -3, NR1D1 modulator 1, DDE Tn6 FP inh -2, ASAP1 inh 9, UHRF1 MBD2 ctr -1, DDE Tn7 FP inh 8, ARFGAP1 inhibitor 2, PLCb3 inh -1 and proKLK7 act 0.9.
For Cc1ccc(O)c(NC(=O)CCC2CCCCC2)c1 the results were HGIII-sPLA2 inh -9, PLC-gamma1 inh 1, NR1D1 modulator 0, DDE Tn6 FP inh 10, ASAP1 inh 7, UHRF1 MBD2 ctr 1, DDE Tn7 FP inh 6, ARFGAP1 inhibitor -7, PLCb3 inh -2 and proKLK7 act -0.8.
`Brc1ccc(N=Cc2ccccn2)cc1` gave HGIII-sPLA2 inh -10, PLC-gamma1 inh -3, NR1D1 modulator -4, DDE Tn6 FP inh 1, ASAP1 inh -5, UHRF1 MBD2 ctr 0, DDE Tn7 FP inh -5, ARFGAP1 inhibitor 2, PLCb3 inh 2 and proKLK7 act -0.4.
Cc1cc(C)cc(NC(=O)CC23CC4CC(C2)CC(n2nnc(C)n2)(C4)C3)c1 was read as HGIII-sPLA2 inh -13, PLC-gamma1 inh 5, NR1D1 modulator -1, DDE Tn6 FP inh -1, ASAP1 inh 0, UHRF1 MBD2 ctr 2, DDE Tn7 FP inh -5, ARFGAP1 inhibitor 8, PLCb3 inh 1 and proKLK7 act 0.1.
Cc1cccc(Sc2ccc([N+](=O)[O-])cc2[N+](=O)[O-])n1 was read as HGIII-sPLA2 inh 9, PLC-gamma1 inh 4, NR1D1 modulator -5, DDE Tn6 FP inh -9, ASAP1 inh 4, UHRF1 MBD2 ctr 28*, DDE Tn7 FP inh -2, ARFGAP1 inhibitor -1, PLCb3 inh 1 and proKLK7 act 0.1.
Screening COc1ccccc1CN1CCC(CNS(=O)(=O)c2cc(-c3onc(C)c3C)ccc2OC)CC1 returned HGIII-sPLA2 inh -22, PLC-gamma1 inh 2, NR1D1 modulator -5, DDE Tn6 FP inh 4, ASAP1 inh -2, UHRF1 MBD2 ctr -1, DDE Tn7 FP inh -2, ARFGAP1 inhibitor -6, PLCb3 inh -1 and proKLK7 act 0.0.

2 records picked at random from the list so far:
Cc1cccc(Sc2ccc([N+](=O)[O-])cc2[N+](=O)[O-])n1 was read as HGIII-sPLA2 inh 9, PLC-gamma1 inh 4, NR1D1 modulator -5, DDE Tn6 FP inh -9, ASAP1 inh 4, UHRF1 MBD2 ctr 28*, DDE Tn7 FP inh -2, ARFGAP1 inhibitor -1, PLCb3 inh 1 and proKLK7 act 0.1.
`Brc1ccc(N=Cc2ccccn2)cc1` gave HGIII-sPLA2 inh -10, PLC-gamma1 inh -3, NR1D1 modulator -4, DDE Tn6 FP inh 1, ASAP1 inh -5, UHRF1 MBD2 ctr 0, DDE Tn7 FP inh -5, ARFGAP1 inhibitor 2, PLCb3 inh 2 and proKLK7 act -0.4.
